Assay outcomes: PubChem, National Center for Advancing Translational Sciences (NCATS)
GAA spleen mod – qHTS Assay for Inhibitors and Activators of Human alpha-Glucosidase From Spleen Homogenate; Lysosomal alpha-glucosidase (Homo sapiens), P10253; 240,000 compounds, 0.006% hits; AID 2112, 2009; Potency, µM (series often up to 79.9 µM), without a hit: at the top dose activity change, negative = inhibition, hits mostly inhibitors; human spleen homogenate, 4-MU-alpha-glucoside fluorescence;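 note: 0% = enzyme with vehicle and -100% = no enzyme basal signal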
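Compounds were titrated against alpha-glucosidase in spleen homogenate at pH 5.0, with 1 mM 4-methylumbelliferyl substrate for 40 min at 37 C. Reactions were quenched with pH 10 NaOH/glycine and fluorescence measured.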
GLA spleen mod – qHTS Assay for Inhibitors and Activators of Human alpha-Galactosidase From Spleen Homogenate; human spleen homogenate, 4MU-alpha-Gal fluorescence, 40 min; 240,000 compounds, 0.008% hits; AID 2107, 2009; Potency, µM (doses to about 80 µM), for inactives: at the top dose activity change, negative = inhibition, usual class: inhibitors;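 note: 0% = enzyme with vehicle and -100% = no enzyme basal signal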
Target sequence (P06280 32-429 limits assumed): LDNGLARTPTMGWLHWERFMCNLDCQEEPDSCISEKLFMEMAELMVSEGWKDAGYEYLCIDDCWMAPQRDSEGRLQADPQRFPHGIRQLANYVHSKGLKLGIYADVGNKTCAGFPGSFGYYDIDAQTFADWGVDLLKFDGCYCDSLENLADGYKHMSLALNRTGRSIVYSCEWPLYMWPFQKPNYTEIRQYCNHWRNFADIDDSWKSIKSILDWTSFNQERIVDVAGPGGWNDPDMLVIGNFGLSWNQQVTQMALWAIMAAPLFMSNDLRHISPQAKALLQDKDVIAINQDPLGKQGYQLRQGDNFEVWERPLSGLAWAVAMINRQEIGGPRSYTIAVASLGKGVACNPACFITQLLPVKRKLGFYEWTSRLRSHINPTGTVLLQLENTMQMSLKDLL
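Inhibition or activation of alpha-galactosidase in human spleen homogenate is scored by 4-MU fluorescence after 40 min at 37C, pH 5.0, with 1 mM substrate. AC50s come from concentration-response fitted to the Hill equation.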
GAA glycogen mod – qHTS Assay for Inhibitors and Activators of Human alpha-Glucosidase Cleavage of Glycogen | Lysosomal alpha-glucosidase (Homo sapiens), P10253 | recombinant GAA, glycogen substrate, Amplex Red glucose oxidase fluorescence | Potency, µM (titrated, usually from 76.4 µM), without a hit: at the highest dose activity change, negative = inhibition, most hits filed as inhibitors | 300,000 compounds, 0.38% hits;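 note: 0% = full enzyme reaction and -100% = no-enzyme basal signal; the screen sought inhibitors and activators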
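Natural-substrate format: glycogen cleavage by 4 nM human enzyme, glucose read by Amplex Red coupling (Ex 573, Em 610 nm). Normalized to enzyme and no-enzyme controls.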
Tau FP inhib – qHTS for Inhibitors of Tau Fibril Formation, Fluorescence Polarization | Microtubule-associated protein tau (Homo sapiens), P10636 | Potency, µM (top dose mostly 57.7 µM), for the others: at the top dose activity, negative = inhibition, hits mostly inhibitors | AID 1468, 2008 | 280,000 compounds, 0.39% hits | K18 P301L tau heparin fibrillization, Alexa594 FP, 6 h; note: % is set by controls: 0 for no effect and ±100 for the full control effect; nearly all actives have a fitted effect of over 55% in size
Target sequence (P10636 561-689 P618L limits assumed): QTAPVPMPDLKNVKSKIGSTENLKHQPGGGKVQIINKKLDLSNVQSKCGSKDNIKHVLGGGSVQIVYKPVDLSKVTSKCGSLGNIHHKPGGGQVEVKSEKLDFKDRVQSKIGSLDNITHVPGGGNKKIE
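Compound effects on tau fibrillization are measured by Alexa 594 fluorescence polarization (ex 555, em 632 nm). K18 P301L tau is used at 15 uM with 0.24 uM labeled tracer, and 20 uM heparin induces aggregation over 6 hr at 37 C.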
HTT ATP protect – qHTS Multiplex Assay to Identify Dual Action Probes in a Cell Model of Huntington: Cytoprotection (ATP). PC12 HTT-Q103 induced, cytoprotection, ATP luminescence, 40 h. Potency, µM (top dose mostly 56.4 µM), inactives show cytoprotection (ATP increase), hits mostly activators. 230,000 compounds, 0.14% hits;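 note: % of control where 0% means no effect; nearly all actives have a fitted effect of over 45% in size; toxic huntingtin expression switched on by the ecdysone agonist tebufenozide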
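Huntington model: PC12 line, ecdysone-inducible HTTQ103 exon1–GFP, tebufenozide 100 nM. Test articles in a dose series. Endpoint luminescence from cellular ATP.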
Tau ThT inhib – qHTS for Inhibitors of Tau Fibril Formation, Thioflavin T Binding; Potency, µM (highest dose often 57.4 µM), inactives show top-dose activity, negative = inhibition, hits mostly inhibitors; Microtubule-associated protein tau (Homo sapiens), P10636; 270,000 compounds, 2.1% hits; recombinant tau K18 P301L, heparin-induced fibrillization, ThT fluorescence; note: % is set by controls: 0 for no effect and ±100 for the full control effect; nearly all actives have a fitted effect of over 55% in size
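ThT emission at 510 nm, taken 1 hr after adding 30 uM dye, quantifies aggregates formed when 20 uM heparin acts on human tau K18 P301L for 6 hr at 37 C.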
GAA inh – qHTS Assay for Inhibitors of Human alpha-Glucosidase as a Potential Chaperone Treatment of Pompe Disease; purified human GAA, 4-MU-alpha-glucoside fluorescence; Potency, µM (highest dose often 76.9 µM), for the others: top-dose activity change, negative = inhibition, usual class: inhibitors; Lysosomal alpha-glucosidase (Homo sapiens), P10253; AID 1466, 2008; 200,000 compounds, 0.005% hits;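 note: plate controls were uninhibited enzyme wells for no effect and no-enzyme background for full effect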
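qHTS format, compound range up to 77 uM. Human lysosomal enzyme at 4 nM, 400 uM 4-MU glucoside substrate, pH 5.0, 20 min room temperature; fluorescence after alkaline stop gives activity normalized to controls.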
Tau fluor counter – Counterscreen qHTS for Inhibitors of Tau Fibril Formation, Fluorescence Polarization. tau K18 P301L (four-repeat tau fragment) Alexa594 fluorescence, heparin fibrillization. Potency, µM (doses to about 57.7 µM), for inactives: at the highest dose activity change, negative = decrease. 280,000 compounds, 0.93% hits; note: % is set by controls: 0 for no effect and ±100 for the full control effect; nearly all actives have a fitted effect of over 55% in size
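Human K18 P301L tau (15 uM unlabeled plus 0.24 uM Alexa 594-labeled, final) in 100 mM sodium acetate pH 7 was mixed with compound and 20 uM heparin and incubated 6 hr at 37 C.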
* hit, by the source's call; ? = inconclusive; . = no result given; & = joins results of further samples; [ ] = dose if it differs, or a comment. Calls come from the whole dose curve; as a rule, active = well fitted curve in the direction sought with a large enough effect; inconclusive = small, poorly fitted or top-dose-only effect, or another doubt; inactive = no such curve, though single readings can be large; an effect the other way counts as inactive or inconclusive. Potency is the fitted concentration of half-maximal effect.

Under each structure: GAA spleen mod, GLA spleen mod, GAA glycogen mod, Tau FP inhib, HTT ATP protect, Tau ThT inhib, GAA inh, Tau fluor counter
CCOc1ccc(C(=O)C2CCN(C(=O)c3ccccc3C(=O)O)CC2)cc1
    -2%, -4%, 1%, 0%, 10%, -9%, -1%, -5%
Cc1ccc(NC(=S)N2CCN(C(=O)C3CCCO3)CC2)c(C)c1 (configuration not stated)
    -3%, 2%, -4%, -2%, 8%, -1%, 1%, 1%
COc1cc(NC(=O)C2CCN(c3cnccn3)CC2)cc(OC)c1
    ., ., 3%, 0%, ., 1%, ., -8%
CCOc1ccc(C(=O)Nc2cc(OC)ccc2OC)cc1
    -1%, -14%, -9%, 6%, -34%, ?, 3%, -23%
CC(C)CC(=O)NC(C)C(c1cccs1)N1CCOCC1 (configuration not stated)
    2%, -15%, 1%, 1%, 9%[10 µM], ., ., 2%
O=C(Cc1ccc(Cl)cc1Cl)NCC1(N2CCOCC2)CCCCC1
    -5%, 5%, 8%, -5%, -17%[10 µM], -4%, -5%, -7%
CC(=O)Nc1cccc(NC(=O)Cn2cnc3c(oc4ccccc43)c2=O)c1
    ., ., -1%[76.3 µM], -12%, ., ?, ., ?
O=C(CN1c2cccc3cccc(c23)S1(=O)=O)Nc1ccccc1
    5%, 0%, 7%, -5%, -35%, -8%, 11%, -17%
COc1ccc(-n2sc3c(c2=S)-c2cc(OC)ccc2NC3(C)C)cc1
    -17%, 7%, ?, ?, 3%[10 µM], ?, 1%, 7.9µM*[quencher]
Cc1noc(C)c1C(=O)N1CCC(C(=O)c2ccc(F)cc2F)CC1
    0%, -4%, 4%, 0%, 11%[10 µM], -5%, 7%, -8%
Cc1nc2ccccn2c1/C(O)=C1\C(=O)C(=O)N(CCN2CCOCC2)C1c1cccs1 (configuration not stated)
    -3%, 14%, 4%, -3%, 1%[10 µM], -5%, -7%, -4%
COc1ccc(S(=O)(=O)NNC(=O)c2cccs2)cc1
    0%, 2%, ?, -9%, 4%[10 µM], -8%, -5%, -16%
CC1CCC(NC(=O)CN2CCCN(Cc3ccc(F)cc3Cl)C2=O)CC1 (configuration not stated)
    -5%, -8%, 4%, -7%, -15%, -10%, -3%, -8%
CCc1nn(CC(=O)NCCCN(CC)Cc2ccccc2)c(=O)c2cc3sccc3n12
    -1%, 0%, 11%, -4%, -8%[0.074 µM], -6%, -8%, -10%
CN(C)S(=O)(=O)c1ccc(Cl)c(NC(=O)CSc2nc3ccccc3c(=O)n2CCCN2CCOCC2)c1
    4%, -4%, -6%, 3%, 0%[10 µM], 7%, 3%, 6%
CC(=O)Nc1ccccc1C(=O)C(=O)Nc1cccc(C(=O)NC2CC2)c1
    -9%, -4%, -3%, 3%, 18%[10 µM], 0%, 2%, 2%
O=C(NC(Cc1c[nH]c2ccccc12)C(=O)N/N=C/c1cccnc1)c1cccs1 (configuration not stated)
    3%, 1%, -3%, 7%, 18%[10 µM], 6%, ?, 10%
COCCn1c(SCC(=O)c2ccc(CNC(C)=O)o2)nc2ccccc2c1=O
    -4%, -2%, -2%, 5%, -6%, -6%, -8%, 0%
CCOC(=O)c1c(C)oc2c(F)c(F)c(F)c(F)c2c1=O
    0%, 1%, 3%, -11%, -18%[0.074 µM], -5%, 0%, -11%
COC(=O)N1C2=C(c3ccccc3[C@@H]1CC(=O)Nc1ccc3ccc4cccc5ccc1c3c45)[C@@H]1C(=O)N(c3ccccc3)C(=O)[C@@H]1[C@H](C)C2
    16%[17.4 µM], 19%[17.5 µM], ., 9%[11.6 µM], 6%[10 µM], -1%[11.5 µM], ., -7%[11.6 µM]
CCOC(=O)C1=C(C(F)(F)F)Nc2ncnn2C1c1ccc(OC)c(OC)c1OC (configuration not stated)
    6%, -13%, 10%, -2%, ?, 5%, -7%, 14%
N#Cc1c(-c2ccccc2)cc(-c2ccccc2)nc1SCC(O)CS(=O)(=O)Cc1ccc(Cl)cc1 (configuration not stated)
    ., ., 8%[76.3 µM], 14µM*, ., 14µM*, ., ?
Cc1cccc(C)c1-n1c(C)nn(Cc2ccc([N+](=O)[O-])cc2)c1=O
    ., -4%, 4%, 2%, -7%, -12%, 0%, -11%
O=C(COC(=O)CNC(=O)c1ccc(Br)o1)Nc1ccc2c(c1)OCCO2
    -5%, -1%, 11%, 3%, 7%, -1%, 0%, -7%
Cc1ccc(CN(Cc2ccco2)C(=S)NCC(=O)NC2CC2)cc1
    3%, 7%, 0%, -7%, -37%[inhibitor], -2%, -12%, -7%
Cc1nonc1C1CCCN1Cc1cn[nH]c1-c1ccc2c(c1)OCO2 (configuration not stated)
    7%, 8%, -17%, ?, -17%, 0%, -3%, -11%
Cc1cccc(NC(=O)NNC(=O)COc2ccc(Cl)cc2)c1
    2%, 4%, -4%, -18%, -26%, 16%, ?, 11%
Cc1ccc(C)c(NC(=O)CCCN2C(=O)C(c3ccccc3)Oc3cccnc32)c1 (configuration not stated)
    ., ., 14%[76.3 µM], 4%, ., 0%, ., 4%
O=C(NC12CC3CC(CC(C3)C1)C2)c1cc2nc(-c3ccco3)cc(C(F)(F)F)n2n1
    -5%, -7%, 0%, 4%, 0%, -23%, -13%, ?
COc1ccccc1Oc1ccc2c(c1)C(=O)N(c1cccc(O)c1)C2=O
    3%, 6%, -5%, ?, -18%, -20%, 0%, ?

Sorted by value in GAA spleen mod (high to low): 3 from the list above
| structure | GAA spleen mod |
| --- | --- |
| CCOC(=O)C1=C(C(F)(F)F)Nc2ncnn2C1c1ccc(OC)c(OC)c1OC (configuration not stated) | 6% |
| CCc1nn(CC(=O)NCCCN(CC)Cc2ccccc2)c(=O)c2cc3sccc3n12 | -1% |
| COc1ccc(-n2sc3c(c2=S)-c2cc(OC)ccc2NC3(C)C)cc1 | -17% |

(more compounds)
Under each structure: GAA spleen mod, GLA spleen mod, GAA glycogen mod, Tau FP inhib, HTT ATP protect, Tau ThT inhib, GAA inh, Tau fluor counter
COc1ccc(C2C(C#N)=C(N)OC3=C2C(=O)CC(C)C3)c(OC)c1OC (configuration not stated)
    1%, 9%, -25%, 1%, 18%, -2%, -10%, 6%
CC(C)c1ccc(OC(=O)NCCO)cc1
    2%, -21%, 0%, -4%, 7%, -13%, -5%, -10%
CC(C)C[C@H](NC(=O)NCc1ccccc1Cl)C(=O)O
    -7%, -1%, -7%, -1%, -4%[0.074 µM], -8%, -11%, -1%
O=C(CSc1nnc(SCc2ccccc2)s1)N/N=C/c1ccc(C(=O)O)cc1
    8%, 8%, 5%, -6%, 21%[10 µM], -10%, ., -10%
COC(=O)C(Cc1ccccc1)NC(=O)c1ccc(C)cc1 (configuration not stated)
    -1%, 1%, 4%, -8%, -16%, -4%, 0%, -6%
COc1ccc(NC(=O)Cn2c(=O)oc3cc(S(=O)(=O)N4CCC(C)CC4)ccc32)c(OC)c1
    ., ., -14%[76.3 µM], -5%, ., -7%, ., -27%
CCCS(=O)(=O)c1nc(S(=O)(=O)c2ccc(C)cc2)c(N(CC)CC)s1
    ., ., -18%[76.3 µM], 0%, ., -2%, ., -22%
C=C[C@@](C)(O)CC[C@@H]1[C@@]2(C)CCCC(C)(C)[C@@H]2CC[C@@]1(C)O
    -10%&1%, 11%&7%, -7%, -2%&9%, -63%[inhibitor][1.9 µM], ?, ., -14%&-4%
CCN(CC)c1ccc(NC(=O)COc2ccccc2C#N)cc1S(=O)(=O)Nc1ccccc1OC
    4%, 17%, 3%, -8%, 28%[10 µM], 0%, -3%, -5%
CCCc1nc2ccccc2c(C(=O)O)c1CC
    -13%, 8%, 1%, 5%, 18%, -4%, 11%, -2%
CC[C@H](C)C(=O)O[C@H]1CCC=C2C=C[C@H](C)[C@H](CC[C@@H]3C[C@H](O)CC(=O)O3)C21 (some centres not stated)
    11%, -6%, ., 4%, ., -1%, ., -6%
Cc1cc(C)c(C(=O)CSc2nnc(-c3cccnc3)n2C)c(C)c1
    1%, 1%, 0%, 5%, 2%, -9%, 3%, -4%
COc1ccccc1NC(CC(=O)c1ccccc1)C(=O)OCC(=O)c1ccc(Br)cc1 (configuration not stated)
    0%, -2%, 3%, 8%, -16%[10 µM], -16%, -17%, -13%
COc1ccc(OCC(=O)Nc2ccc(S(=O)(=O)Nc3cc(C)nc(C)n3)cc2)cc1
    -17%, ?, 2%, -10%, -19%[10 µM], 5%, -6%, -9%
O=C1NC(c2ccccn2)Nc2sc3c(c21)CCC3 (configuration not stated)
    1%, 2%, -13%, ?, -24%, 20µM*, -8%, -26%
CC(=O)c1cnc2scnn2c1=O
    ., -2%, 4%, -5%, -24%, -5%, -4%, 3%
COC(=O)CCC/C=C1\SC[C@@H](NC(=O)c2ccccc2)C1NC(C)=O (some centres not stated)
    -3%, -4%, 5%, 2%, ., 6%, 2%, 3%
NC(=O)NOCc1ccc(F)cc1Cl
    2%, 4%, 1%, 4%, 12%[10 µM], -1%, ., 3%

Tau ThT inhib: entries above that show a hit
structure,GAA spleen mod,GLA spleen mod,Tau FP inhib,Tau ThT inhib
N#Cc1c(-c2ccccc2)cc(-c2ccccc2)nc1SCC(O)CS(=O)(=O)Cc1ccc(Cl)cc1 (configuration not stated),.,.,14µM*,14µM*
O=C1NC(c2ccccn2)Nc2sc3c(c21)CCC3 (configuration not stated),1%,2%,?,20µM*

The order is random; overall some 3.3% were active at least once.
